# Screens as filed in PubChem.
# MRP-1 activ: MRP-1 activation | H69AR cells + doxorubicin, viability rescue, CellTiter-Glo | viability increase, % at 10 µM | 140,000 compounds, 0.61% hits | AID 799;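 active = viability gain under doxorubicin at or above a set limit, the compound median plus 3 SD, cut at about 4.7% in these data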;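 also: MRP-1 overexpressing cells given doxorubicin 25 µM after compound pretreatment; 18-22 h compound pretreatment then 72 h with doxorubicin before readout; 0% = doxorubicin-only wells and 100% = vehicle-treated cells without doxorubicin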
# E-sel TNF inh: blocks E-selectin expression induced by TNF alpha; HUVEC TNFa-induced E-selectin immunofluorescence, high content; inhibition, % at 2 µM; 120,000 compounds, 0.71% hits;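 active = inhibition above the batch mean plus 3 SD, and confirmed as a hit on visual image review, cut at about 43% in these data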;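 also: 0% = TNF-stimulated DMSO wells and 100% = unstimulated control wells; not every result past the cut was called active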
# bCat KO growth: beta-catenin-lacking colon tumor cell growth suppression; HCT116 beta-catenin knockout viability, CellTiter-Glo, 60 h; stronger effect = lower value; viability, % at 10 µM; 140,000 compounds, 1.5% hits; AID 818;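 active = viability at or under a set limit, the compound median less 4 SD, cut at about 6% in these data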;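 also: 0% = Hyamine 1622 control at 20 µM and 100% = untreated cell control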
# Yeast lifespan up: extends the lifespan of yeast; S. cerevisiae growth with nicotinamide, OD615; deaD strain in restrictive glucose medium; inhibition of the nicotinamide effect, % at 10 µM; 130,000 compounds, 0.68% hits; AID 775;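 active = inhibition above a set limit, placed 3 SD over the median of all compounds, cut at about 26% in these data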;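 also: 0% = nicotinamide-treated wells and 100% = cells grown without nicotinamide; some compounds called inactive have numbers as strong as hits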
#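 Test system – modified budding yeast, DeaD strain · Compound – single dose 10 µM compound, 0.25% DMSO · Times – culture preincubation 4 h, compound exposure 48 h, both 30 °C · Detection – optical density (absorbance) at 615 nm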
# Measles CPE: protection of cells from measles virus. Measles virus-infected cells, CPE protection, absorbance. protection (pct of control), % at 4 µM. 140,000 compounds, 1.5% hits. AID 841; in the data active = protection mostly above about 24%, no sharp cut-off; inactive = mostly below about 26%; also: some compounds called inactive have numbers as strong as hits
# GALR2 antag: GALR2 (human) receptor antagonism. O43603. GALR2-expressing cells, antagonist mode. inhibition, % at 4 µM. 140,000 compounds, 0.39% hits; in the data active = inhibition above about 27%;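 also: cells stimulated with galanin 1-16 at roughly its EC80; 0% = agonist challenge control and 100% = basal control without agonist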
# Target sequence (O43603 whole entry, looked up): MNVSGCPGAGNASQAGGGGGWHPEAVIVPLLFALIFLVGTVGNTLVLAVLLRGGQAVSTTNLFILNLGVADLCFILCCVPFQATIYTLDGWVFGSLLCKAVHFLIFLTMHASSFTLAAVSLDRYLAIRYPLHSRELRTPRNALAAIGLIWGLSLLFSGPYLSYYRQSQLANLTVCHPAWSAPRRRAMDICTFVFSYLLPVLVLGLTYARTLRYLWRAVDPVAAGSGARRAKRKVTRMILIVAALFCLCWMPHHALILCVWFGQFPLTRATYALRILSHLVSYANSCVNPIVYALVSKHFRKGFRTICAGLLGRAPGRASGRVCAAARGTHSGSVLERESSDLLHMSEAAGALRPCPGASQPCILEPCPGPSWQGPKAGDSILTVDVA
# HCT116 PTEN-null: PTEN-deleted cell growth suppression; HCT116 PTEN-null viability, CellTiter-Glo, 60 h; stronger effect = lower value; viability, % at 10 µM; 140,000 compounds, 1.2% hits;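 active = viability at or below a set limit, 4 SD under the median of all tested compounds, cut at about 3.7% in these data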;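 also: PTEN knockout HCT116 line with beta catenin targeted HCT116 as companion control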
# NPY-Y2 antag: antagonists of human neuropeptide Y receptor Y2; P49146; NPY-Y2 expressing cells, antagonist mode; AID 793; 140,000 compounds, 0.99% hits; inhibition, % at 2.7 µM; in the data active = inhibition above about 17%;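 also: 0% = vehicle with agonist challenge and 100% = reference antagonist with challenge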
# Target sequence (P49146 whole entry, looked up): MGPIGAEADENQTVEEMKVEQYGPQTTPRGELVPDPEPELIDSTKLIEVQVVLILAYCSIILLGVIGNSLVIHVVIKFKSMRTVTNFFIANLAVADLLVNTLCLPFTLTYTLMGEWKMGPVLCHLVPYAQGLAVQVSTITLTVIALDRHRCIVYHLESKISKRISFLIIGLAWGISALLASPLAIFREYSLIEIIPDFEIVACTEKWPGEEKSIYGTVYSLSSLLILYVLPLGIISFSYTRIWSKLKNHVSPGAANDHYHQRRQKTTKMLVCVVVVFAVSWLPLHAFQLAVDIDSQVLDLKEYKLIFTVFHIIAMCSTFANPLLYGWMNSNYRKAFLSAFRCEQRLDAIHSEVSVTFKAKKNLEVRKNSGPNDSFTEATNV
# BB579 growth dn: reduces growth of yeast BB579 in restrictive medium; 140,000 compounds, 0.51% hits; AID 804; inhibition, % at 10 µM; S. cerevisiae BB579 growth, OD615, 48 h;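 active = inhibition above a set limit, 3 SD over the mean compound inhibition, cut at about 44% in these data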; also: inactives centre near -24
#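 Assay system – yeast BB579 (DeaD) · Dosing – single compound dose of 10 µM, 0.25% DMSO final · Detection – OD615 turbidity measurement · Buffer or medium – CSMM-D restrictive synthetic medium containing dextrose (glucose) · Benchmarks – positive control amphotericin B 10 µg/mL · Incubation – 48 h exposure, 30 °C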
# Phagocytosis inh: blocks phagocytosis by macrophages | inhibition, % at 5 µM | 110,000 compounds, 0.07% hits | J774A.1 macrophage IgG-bead phagocytosis, imaging | AID 1029;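 active = inhibition above the mean of the plate negative controls plus 5 SD, cut at about 13% in these data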;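 also: phagocytic index as fraction of beads internalized from green versus red external bead signal; plate controls were DMSO negative control for no effect and cytochalasin-D positive control for full effect; some results beyond the cut were filed as inactive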
# * hit, by the source's call; / = not tested or not shown. Rows are unselected. Share with any hit: about 6.2%.
canonical_smiles,MRP-1 activ,E-sel TNF inh,bCat KO growth,Yeast lifespan up,Measles CPE,GALR2 antag,HCT116 PTEN-null,NPY-Y2 antag,BB579 growth dn,Phagocytosis inh
CCn1c(CSc2nncn2-c2ccc(OC)cc2)nc2cc(S(=O)(=O)N(C)C)ccc21,-0.5,-19.1,98.3,-16.9,8.9,8.1,95.2,-1.2,-5.7,0.1
NC(=S)Nc1cccc2cccnc12,-4.6,-11.3,50.3,-24.4,12.2,-7.9,65.9,-1.8,-32.6,/
Cc1ccc(NC(=O)CSc2nc3nc(C)cc(C)c3c(=O)[nH]2)cc1,-1.5,/,91.3,-7.7,10.1,0.2,93.4,0.8,-16.2,0.3
CS(=O)(=O)Nc1nc2n(n1)C(c1ccccc1)C=C(c1ccc(Br)cc1)N2 (stereo not given),1.4,-37.9,110.1,-10.4,12.2,10.6,102.7,5.2,-26.3,-0.3
CCCNC(=O)C(Cc1ccccc1)NS(=O)(=O)c1ccc2c(c1)c(=O)n(C)c(=O)n2C (stereo not given),-0.8,8.7,87.6,-8.8,3.1,-9.2,98.4,-1.4,-8.1,-0.3
O=C(c1csc2c1CCCCC2)N1CCN(c2ncccn2)CC1,-0.5,-2.0,81.7,21.7,21.3,-9.0,79.7,2.1,-17.8,0.6
CCC(=O)NC(=S)Nc1ccc(NC(=O)COc2ccc(Cl)c(C)c2)cc1,-3.0,/,85.6,0.4,7.1,7.7,88.1,0.4,-30.2,/
O=C(Nc1ccccc1)C1=C(N2CCOCC2)/C(=C/c2cccnc2)CC1,-1.0,10.0,89.3,-9.8,5.6,-3.8,84.8,4.9,4.1,/
Cc1cc(C(=O)CSc2nc3ccc(Cl)cc3[nH]2)c(C)n1C,1.4,-2.8,88.8,-8.7,8.5,3.1,84.5,2.6,-48.6,-0.1
COC(=O)c1ccc(NC(c2ccc(Cl)cc2)P(=O)(OC)OC)cc1 (stereo not given),1.9,-20.4,75.8,1.9,20.4,-7.9,86.7,6.8,-36.4,-3.9
O=c1[nH]c(N/N=C/c2ccccc2)nc2ccccc12,-1.1,-41.3,102.3,-7.0,19.8,5.3,96.9,8.6,-22.3,-0.6
O=C(/C=C/c1cccs1)Nc1cccnc1,-2.3,/,82.5,-2.7,4.6,14.0,91.8,5.9,-30.6,-5.3
CC(C)Cc1nc(SCC(=O)Nc2ccc(S(N)(=O)=O)cc2)n[nH]1,-0.3,14.1,100.2,-2.9,5.8,11.4,105.3,1.0,4.5,-0.5
Cc1ccc(C2=NN3C(C(=O)c4ccccc4)Oc4ccccc4C3C2)cc1 (stereo not given),-1.1,/,76.4,-13.1,4.9,17.1,78.5,3.6,-33.3,1.8
COC(=O)c1ccccc1NC(=O)/C=C/C(=O)O,-3.2,14.2,97.5,-0.2,34.4,-4.8,95.1,-0.7,-14.0,-4.5
CCCC(=O)NC1C2CC3CC(C2)CC1C3 (stereo not given),-2.0,-10.3,87.5,9.9,7.1,-8.6,96.8,4.6,-8.9,1.2
Cc1cccc(C)c1NC(=O)c1cccc2c1-c1ccccc1C2=O,-0.6,/,107.7,2.1,4.7,-1.8,99.8,2.6,-15.9,-10.1
COCCNC(=O)C(c1ccc(Cl)cc1)N(C(=O)CCC(=O)Nc1ccccn1)C1CCCC1 (stereo not given),-0.1,-2.1,81.4,-14.0,9.9,14.1,80.7,0.7,-30.0,-0.8
CC(C)N1C(=O)c2ccc(C(=O)O)cc2C1=O,-1.1,25.6,97.4,45.9,23.4,-17.3,108.0,0.4,-68.5,/
CC(C)N(Cc1nc(-c2ccc(Cl)cc2)no1)C(=O)CN(C)S(=O)(=O)c1ccc(Cl)cc1,-4.0,-3.8,70.5,-1.8,14.8,-10.8,59.4,3.8,-13.0,-1.6

canonical_smiles,MRP-1 activ,E-sel TNF inh,bCat KO growth,Yeast lifespan up,Measles CPE,GALR2 antag,HCT116 PTEN-null,NPY-Y2 antag,BB579 growth dn,Phagocytosis inh
CCn1c(SC)nnc1-c1c[nH]c2ccccc12,-3.0,/,90.4,-4.4,18.8,10.8,96.2,-3.1,-31.3,-0.3
Cc1nc2cc(C(=O)OCC(=O)N(CC(C)C)C3CCS(=O)(=O)C3)ccc2n1-c1ccccc1 (stereo not given),0.4,12.9,98.6,-12.5,40.7,-2.2,98.2,1.4,-76.1,-0.4
CCOc1cc(C(=S)N2CCOCC2)ccc1OC(=O)/C=C/c1ccc(OC)c(OC)c1,-0.7,-6.2,81.1,-3.1,2.3,-9.2,87.2,0.5,-25.1,7.8
O=C(c1cc(Cl)c(=O)n(Cc2ccc(Cl)cc2)c1)N1CCOCC1,-1.1,18.7,87.1,-4.5,3.7,-4.3,95.1,1.5,-14.2,/
O=C(c1cc([N+](=O)[O-])ccc1N1CCCCC1)N1CCCCC1,-2.5,1.5,68.6,4.7,38.3,-2.4,75.3,3.8,-6.2,1.7
O=C1CC(c2cccc(Cl)c2)Cc2nc(N3CCN(c4ccccc4)CC3)ncc21 (stereo not given),-1.3,13.2,78.7,-12.3,/,-0.9,77.5,0.7,-53.4,-1.5
Cc1nccc2[nH]c(=O)c(C(=O)NC3CCCCC3C)cc12 (stereo not given),-2.2,-27.4,71.2,-3.5,15.3,7.0,81.2,1.7,-35.6,-1.2
COCCNC(=O)C1c2cc(OC)c(OC)cc2C(=O)N(C)C1c1cccnc1 (stereo not given),-0.8,17.6,91.2,-7.8,6.5,-0.4,96.9,0.6,-33.6,/
COCCCN1C(=O)C(=O)/C(=C(/O)c2ccc(OC(C)C)c(C)c2)C1c1ccncc1 (stereo not given),-1.6,1.1,93.9,-5.4,1.8,-0.6,90.1,1.1,-22.9,/
Cc1cccc(/C=N/NC(=O)CNc2cccc3ccccc23)n1,-4.8,/,64.7,-6.8,16.2,18.0,59.1,1.7,-54.2,-4.9
Cc1cccc(NC(=S)NC(NC(=O)c2ccco2)C(Cl)(Cl)Cl)c1 (stereo not given),-1.2,4.1,81.7,-7.0,7.8,2.0,74.5,2.5,-21.8,-0.1
Cc1cc(C)n(C(=O)CNc2ccccc2Cl)n1,-1.6,-31.3,86.6,/,3.0,-2.4,102.5,3.3,4.6,/
O=C(NC12CC3CC(CC(C3)C1)C2)c1cccnc1,0.7,-29.6,107.7,-2.8,45.6,-3.1,106.2,-1.2,-0.7,0.1
COc1ccccc1OCC(=O)Nc1sc2c(c1C(=O)NCC1CCCO1)CCC2 (stereo not given),-0.7,24.8,95.5,-14.5,14.4,10.2,94.3,6.1,-54.3,-0.4
Cc1cccc(S(=O)(=O)c2c(N)n(/N=C/c3cccnc3)c3nc4ccccc4nc23)c1,-2.6,-20.9,51.0,-1.5,6.4,-5.4,61.5,-3.3,-49.5,1.6
Clc1cccc(-c2nn3c(Cn4cnc5ccccc54)nnc3s2)c1,-0.5,12.6,102.6,-2.9,3.8,-3.2,112.1,7.9,-67.8,2.2
O=C(COC(=O)c1ccccc1NCc1ccco1)Nc1ccc2c(c1)OCO2,-4.7,-23.5,90.0,-4.6,5.3,14.8,89.4,14.7,11.3,-3.4
COc1cc(C2C(C#N)=C(N)Oc3cc(C)oc(=O)c32)cc2c1OCO2 (stereo not given),-3.0,/,90.8,4.0,2.3,-17.6,96.3,1.5,-23.6,-0.6
CCS(=O)(=O)N1Cc2ccccc2CC1C(=O)Nc1ccc(C)cc1 (stereo not given),0.0,-11.1,99.2,-8.2,5.1,1.0,99.1,1.9,-47.4,-1.2
CCSc1nc2ccccc2c(=O)n1OCC(=O)OC,-1.0,14.4,93.8,-13.3,5.4,-9.9,103.2,1.5,7.2,-2.1

canonical_smiles,MRP-1 activ,E-sel TNF inh,bCat KO growth,Yeast lifespan up,Measles CPE,GALR2 antag,HCT116 PTEN-null,NPY-Y2 antag,BB579 growth dn,Phagocytosis inh
O=C(NCCc1ccccc1)C(=O)c1c(-c2ccccc2)cc2ccccn12,8.3*,11.0,87.0,4.9,4.7,3.8,77.1,12.6,-32.2,-2.1
CC(c1ccccc1)C1C(C#N)=C(N)OC2=C1C(=O)CCC2 (stereo not given),-1.7,-14.0,82.6,-2.9,3.0,3.7,82.6,-0.1,1.1,/
COC(=O)c1ccc(S(=O)(=O)N2CCCCCC2)cc1,0.3,/,95.3,2.5,12.2,-9.3,106.8,2.9,-22.0,0.6
COCCN(CCOC)C(=O)CC(=O)N(CCOC)CCOC,-0.6,12.2,98.5,5.6,23.2,-1.6,104.2,0.4,-51.9,-0.5
CC(O)C1CCC2C3CC[C@H]4CC(O)CCC4(C)C3CC3(OCCO3)C12C (stereo not given in full),-0.9,21.5,95.5,7.6,9.9,-16.6,94.1,-3.0,-15.2,1.3
O=C(/C=C/c1ccc(OCCCF)cc1)NCc1ccc(Cl)cc1,-2.3,23.9,83.7,-18.7,1.1,-0.6,84.6,4.4,-29.3,-0.5
O=C(Oc1cccc2c(O)cccc12)c1ccccc1,-1.2,/,69.5,-20.9,3.3,-9.5,80.1,1.3,-57.1,-1.8
CC1CCCCC1NC(=O)C1CCN(S(=O)(=O)c2cccc3nsnc23)CC1 (stereo not given),0.1,4.9,100.9,4.6,4.3,0.7,108.8,-0.2,-65.4,/
CC(C)CNC(=O)CCc1c[nH]c2ccccc12,-2.9,-9.8,96.7,-6.0,3.4,-6.7,99.5,3.7,-7.9,-2.5
COc1cc2c(cc1OC)CN(C(=O)NS(=O)(=O)c1ccc(C)cc1)CC2,-0.7,-14.9,106.9,-14.2,12.3,7.8,92.2,1.1,-34.9,-0.1
NC(=O)c1ccccc1OCC(=O)NS(=O)(=O)c1ccc(Cl)cc1,0.0,27.8,94.8,1.2,3.8,2.6,103.5,1.2,-50.8,-0.6
CCCCn1c(-c2csc(C(C)C)c2)n[nH]c1=S,-2.2,/,98.6,3.7,16.2,-0.1,91.4,6.4,5.0,-1.0
COc1ncnc2sc3c(c12)CCCC3,-1.0,/,90.5,-17.6,5.0,1.3,97.8,-0.7,-21.3,/
NC(=O)C1CCN(c2nnnn2-c2ccccc2)CC1,-2.1,28.1,97.9,-4.9,3.7,0.7,87.7,2.3,-11.5,-1.9
COC(=O)c1ccc(S(N)(=O)=O)o1,-1.8,/,102.3,-0.2,22.6,-12.5,101.8,2.1,-24.3,-7.9
CCOC(=O)NC1(NCc2ccccc2)Oc2ccccc2O1,-5.3,-7.9,83.0,-0.2,7.5,-0.7,85.3,-0.4,-41.9,-0.4
Nc1c(Cl)cc(Cl)cc1C(=O)OCC(=O)N1CCCC1,0.8,17.1,104.0,-11.8,4.3,-7.2,96.9,4.0,-6.7,0.1
O=C(O)C1CCCCC1C(=O)Nc1ccc(Cl)cc1Cl (stereo not given),-2.4,11.3,96.0,11.0,5.5,14.9,105.1,1.3,-25.1,-1.4
CCOC(=O)c1cc(-c2cc3ccccc3o2)nc2c1c(=O)[nH]c(=O)n2CCOC,-3.9,5.9,97.3,-7.8,5.3,-12.3,101.1,-0.7,-35.4,-0.7
